Bioassay records: PubChem BioAssay, several laboratories
DUSP1 inh: blocks human MKP-1 phosphatase activity; P28562; recombinant MKP-1, OMFP hydrolysis fluorescence; inhibition, %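 (compounds tested at a single concentration somewhere between 10 and 100 µM)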; 65,000 compounds, 0.15% hits; AID 374;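 active = inhibition above about 50%, limit read from the data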;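 note: 0% = DMSO max control wells and 100% = wells with enzyme stopped by NaOH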
Target sequence (P28562 whole entry, looked up): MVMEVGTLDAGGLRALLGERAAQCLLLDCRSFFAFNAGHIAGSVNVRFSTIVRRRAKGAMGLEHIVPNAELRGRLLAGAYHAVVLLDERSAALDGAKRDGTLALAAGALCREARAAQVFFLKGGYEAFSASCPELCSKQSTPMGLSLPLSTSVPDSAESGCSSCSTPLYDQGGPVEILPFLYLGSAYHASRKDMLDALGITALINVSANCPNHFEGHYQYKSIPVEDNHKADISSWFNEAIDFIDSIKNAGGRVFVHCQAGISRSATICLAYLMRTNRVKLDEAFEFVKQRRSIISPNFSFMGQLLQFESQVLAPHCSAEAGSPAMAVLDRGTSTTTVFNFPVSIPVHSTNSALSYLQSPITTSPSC
Her2 expr inh: lowers expression of human Her2 kinase; 65,000 compounds, 0.69% hits; SKBR-3 HER2 protein level, AlphaScreen, 18-24 h; hits give low values; P04626; HER2 level % of control, % at 10 µM;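 active = HER2 level under 5% of the carrier-only control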;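 note: 100% = DMSO carrier and 0% = 500 nM PU-H71 HSP90 inhibitor; lower value means stronger loss of Her2 protein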
JNK3 inh: JNK3 (human) kinase inhibition; P53779; purified JNK3 kinase activity, HTS; inhibition, % at 8 µM; 60,000 compounds, 0.61% hits; AID 746; in the data active = inhibition above about 17%;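 note: 0% = DMSO and 100% = reference inhibitor; many of its hits are not listed in these tables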
Target sequence (P53779 whole entry, looked up): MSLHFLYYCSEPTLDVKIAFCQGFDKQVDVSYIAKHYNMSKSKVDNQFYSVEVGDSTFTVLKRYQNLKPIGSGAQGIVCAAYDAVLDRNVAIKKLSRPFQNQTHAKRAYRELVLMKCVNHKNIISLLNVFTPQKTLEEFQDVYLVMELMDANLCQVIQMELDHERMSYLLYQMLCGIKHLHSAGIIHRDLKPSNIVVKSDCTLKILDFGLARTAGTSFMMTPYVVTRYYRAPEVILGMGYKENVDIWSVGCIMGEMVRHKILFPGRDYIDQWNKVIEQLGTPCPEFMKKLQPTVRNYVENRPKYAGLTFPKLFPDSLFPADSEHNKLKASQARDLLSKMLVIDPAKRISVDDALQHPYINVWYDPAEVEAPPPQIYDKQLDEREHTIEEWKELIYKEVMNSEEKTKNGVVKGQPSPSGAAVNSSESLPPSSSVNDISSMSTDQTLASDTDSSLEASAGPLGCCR
Hsp90 inh: displaces geldanamycin probe from tumor Hsp90 | P07900 | NCI-N417 lysate Hsp90, Cy3B-geldanamycin FP displacement | inhibition, % at 30 µM | 64,000 compounds, 0.35% hits;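 active = inhibition above 50%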;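 note: 0% = tracer plus lysate wells and 100% = tracer alone without lysate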
PKA inh: PKA (human) kinase inhibition; P17612; PKA Kemptide phosphorylation, Kinase-Glo ATP luminescence; inhibition, % at 6 µM; 65,000 compounds, 0.1% hits; AID 524;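 active = inhibition above the screen-wide mean inhibition plus 3 SD, cut at about 21% in these data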; note: many of its hits are not listed in these tables
Autofluor 339: intrinsic fluorescence of library compounds, ex339/em460 – biochemical, MLSMR library, data from DPM-DC assay, artefact control, profiling panel. fluorescence fold increase at 10 µM. AID 709. 65,000 compounds, 5.5% hits. compound autofluorescence, ex339/em460 nm, NADH buffer; hits give high values; 1 = no-compound wells, NADH background;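 active = at 10 µM, mean starting fluorescence two-fold or more over control wells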;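 note: signal is the first read of a kinetic run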
ROCK2 blocker: blocks human Rho kinase 2 activity; inhibition, % at 6 µM; 60,000 compounds, 0.35% hits; AID 604; O75116; purified ROCK2, Kinase-Glo ATP depletion luminescence;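 active = inhibition above the screen-wide mean inhibition plus 3 SD, cut at about 18% in these data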;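 note: plate controls were DMSO wells for no effect and Y-27632 control wells after no-enzyme background subtraction for full effect; many of its hits are not listed in these tables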
Abs 340nm: compounds absorbing at 340 nm; compound absorbance at 340 nm, fold over control; fold change at 10 µM; 65,000 tested, under 10 active;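 active = at 10 µM dose, initial 340 nm absorbance at least 2 fold that of control wells; inactive = change under 2 fold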;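 note: initial absorbance extrapolated from kinetic A340 decline of NADH oxidation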
Cdc25B block: human M-phase inducer phosphatase 2 inhibition; 65,000 compounds, 0.1% hits; P30305; recombinant Cdc25B, OMFP fluorescence Ex485/Em525; inhibition, %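 (compounds tested at 10 µM final in the well)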; in the data active = inhibition above about 50%
An asterisk follows results filed as active; x = not tested or not shown. Only part of the results is shown, so the mix of outcomes need not match the whole.

SMILES	DUSP1 inh	Her2 expr inh	JNK3 inh	Hsp90 inh	PKA inh	Autofluor 339	ROCK2 blocker	Abs 340nm	Cdc25B block
COC(=O)C1CCN(C(=O)N2CCOCC2)CC1	-2	118	0	-5	11	1.1	5	1	-13
O=C(CSc1nnnn1C1CCCC1)Nc1ccc2c(c1)OCCO2	-1	58	5	1	11	1.1	4	0.96	-19
O=C(COC(=O)CNC(=O)C1CCCCC1)Nc1ccc(Cl)cn1	25	96	1	2	3	1.1	-1	1	5
Cc1cccc(C)c1NC(=O)C1(N(Cc2ccco2)C(=O)c2ccccn2)CCCC1	-3	88	2	-3	6	1	6	1.1	-12
CCOC(=O)N1CCC(NC(=O)CCS(=O)(=O)c2ccc3c(c2)CCN3C(C)=O)CC1	1	112	4	-5	3	1.2	4	0.99	-2
CN(C)c1ccc(CN(C(=O)COc2ccc(F)cc2)C2CCS(=O)(=O)C2)cc1 (stereo not drawn)	-8	102	-1	-1	7	0.93	4	1	2
CC(NC(=O)c1ccccc1O)c1ccccc1 (stereo not drawn)	3	80	x	x	x	2.2*	x	1.1	-4
O=C(c1cccn2c(=O)c3cc(Cl)ccc3nc12)N1CCOCC1	1	106	x	0	5	3.3*	x	1.1	-3
Cc1ccc(C(=O)N2CCC(C(N)=O)CC2)cc1C	1	93	4	-1	-2	1	0	1	-11
COc1ccc(Cl)cc1NC(=O)c1ccco1	-5	31	-3	0	5	1.1	6	1.1	-5
CC1CCN(Cc2nc3c(c(=O)n(C)c(=O)n3C)n2Cc2cccc3ccccc23)CC1	2	108	3	-1	9	1	0	0.96	-22
C=CCN1C(=O)C2(/C(=C(\O)c3ccc4c(c3)OCCO4)C(=O)C(=O)N2CCCOC)c2ccccc21 (stereo not drawn)	20	93	9	-5	-4	1	-4	1.1	2

Reprinted at random: 2 records from the list, in no set order.
SMILES	DUSP1 inh	Her2 expr inh	JNK3 inh	Hsp90 inh	PKA inh	Autofluor 339	ROCK2 blocker	Abs 340nm	Cdc25B block
Cc1ccc(C(=O)N2CCC(C(N)=O)CC2)cc1C	1	93	4	-1	-2	1	0	1	-11
COC(=O)C1CCN(C(=O)N2CCOCC2)CC1	-2	118	0	-5	11	1.1	5	1	-13

(further entries)
SMILES	DUSP1 inh	Her2 expr inh	JNK3 inh	Hsp90 inh	PKA inh	Autofluor 339	ROCK2 blocker	Abs 340nm	Cdc25B block
CS(=O)(=O)N(CC(=O)N1CCN(c2cccc(Cl)c2)CC1)C1CCCCC1	6	75	-3	-8	-4	1	-2	0.98	-15
CS(=O)(=O)N1CCCC(C(=O)NCc2cccs2)C1 (stereo not drawn)	-5	100	-1	2	-5	1.1	-1	1	12
Cc1cc(NS(=O)(=O)c2ccccc2)n(-c2ccccc2)n1	5	89	-3	2	5	1.1	4	0.99	1
Cn1c(C(=O)N(Cc2ccccc2)Cc2ccccn2)cc2sccc21	-5	82	-8	-8	5	0.93	2	1	-7
Cc1ccc(C(=O)OCC(=O)Nc2sc3c(c2C#N)CCCCC3)cc1NC(=O)c1ccco1	33	73	2	-2	2	1	1	0.99	-12
COc1ccc(C(=O)N2CCCC(c3nc(-c4cccs4)no3)C2)cc1OC (stereo not drawn)	11	107	-4	-1	8	1.1	4	0.98	-7
COc1ccccc1-n1cnc2cc(C(=O)NCc3ccco3)ccc21	2	80	2	-6	8	1.1	8	1	8
O=C(NC1CCCCNC1=O)c1ccc(Cl)cc1 (stereo not drawn)	-20	122	-2	-3	12	1.1	4	1	3
O=C(CC1CCCCC1)c1c(O)c2ccccc2oc1=O	6	50	8	-3	2	1.1	-1	1.1	-4
CN1CCN(Cc2cc(=O)oc3cc4c(cc23)CCC4)CC1	-40	109	-4	-7	3	1.1	0	0.99	-16
O=C1c2ccccc2C(Nc2ccc3c(c2)OCCO3)N1c1ccc(Cl)cn1 (stereo not drawn)	10	73	1	3	0	1.1	2	1.1	6
Cc1ccc(-c2cc(=O)[nH][nH]2)c(C)c1	3	151	0	1	5	1.1	6	1	14

Part of the list above, set out differently.
| SMILES | DUSP1 inh | Her2 expr inh | JNK3 inh | Hsp90 inh | PKA inh | Autofluor 339 | ROCK2 blocker | Abs 340nm | Cdc25B block |
| --- | --- | --- | --- | --- | --- | --- | --- | --- | --- |
| COC(=O)C1CCN(C(=O)N2CCOCC2)CC1 | -2 | 118 | 0 | -5 | 11 | 1.1 | 5 | 1 | -13 |
| O=C(CSc1nnnn1C1CCCC1)Nc1ccc2c(c1)OCCO2 | -1 | 58 | 5 | 1 | 11 | 1.1 | 4 | 0.96 | -19 |
| O=C(COC(=O)CNC(=O)C1CCCCC1)Nc1ccc(Cl)cn1 | 25 | 96 | 1 | 2 | 3 | 1.1 | -1 | 1 | 5 |
| Cc1cccc(C)c1NC(=O)C1(N(Cc2ccco2)C(=O)c2ccccn2)CCCC1 | -3 | 88 | 2 | -3 | 6 | 1 | 6 | 1.1 | -12 |
| CCOC(=O)N1CCC(NC(=O)CCS(=O)(=O)c2ccc3c(c2)CCN3C(C)=O)CC1 | 1 | 112 | 4 | -5 | 3 | 1.2 | 4 | 0.99 | -2 |
| CN(C)c1ccc(CN(C(=O)COc2ccc(F)cc2)C2CCS(=O)(=O)C2)cc1 (stereo not drawn) | -8 | 102 | -1 | -1 | 7 | 0.93 | 4 | 1 | 2 |
| CC(NC(=O)c1ccccc1O)c1ccccc1 (stereo not drawn) | 3 | 80 | x | x | x | 2.2* | x | 1.1 | -4 |
| O=C(c1cccn2c(=O)c3cc(Cl)ccc3nc12)N1CCOCC1 | 1 | 106 | x | 0 | 5 | 3.3* | x | 1.1 | -3 |
| Cc1ccc(C(=O)N2CCC(C(N)=O)CC2)cc1C | 1 | 93 | 4 | -1 | -2 | 1 | 0 | 1 | -11 |
| COc1ccc(Cl)cc1NC(=O)c1ccco1 | -5 | 31 | -3 | 0 | 5 | 1.1 | 6 | 1.1 | -5 |
| CC1CCN(Cc2nc3c(c(=O)n(C)c(=O)n3C)n2Cc2cccc3ccccc23)CC1 | 2 | 108 | 3 | -1 | 9 | 1 | 0 | 0.96 | -22 |
| C=CCN1C(=O)C2(/C(=C(\O)c3ccc4c(c3)OCCO4)C(=O)C(=O)N2CCCOC)c2ccccc21 (stereo not drawn) | 20 | 93 | 9 | -5 | -4 | 1 | -4 | 1.1 | 2 |
| CS(=O)(=O)N(CC(=O)N1CCN(c2cccc(Cl)c2)CC1)C1CCCCC1 | 6 | 75 | -3 | -8 | -4 | 1 | -2 | 0.98 | -15 |
| CS(=O)(=O)N1CCCC(C(=O)NCc2cccs2)C1 (stereo not drawn) | -5 | 100 | -1 | 2 | -5 | 1.1 | -1 | 1 | 12 |
| Cc1cc(NS(=O)(=O)c2ccccc2)n(-c2ccccc2)n1 | 5 | 89 | -3 | 2 | 5 | 1.1 | 4 | 0.99 | 1 |
| Cn1c(C(=O)N(Cc2ccccc2)Cc2ccccn2)cc2sccc21 | -5 | 82 | -8 | -8 | 5 | 0.93 | 2 | 1 | -7 |

Later entries:
SMILES	DUSP1 inh	Her2 expr inh	JNK3 inh	Hsp90 inh	PKA inh	Autofluor 339	ROCK2 blocker	Abs 340nm	Cdc25B block
Cc1csc(C(C#N)C(=O)c2ccc(S(=O)(=O)N3CCCC3)cc2)n1 (stereo not drawn)	-1	68	-1	-14	3	0.99	3	1.1	-5
CCOC(=O)C1=C(C)Nc2nc(SCC(=O)OC)nn2C1c1cc(F)cc(F)c1 (stereo not drawn)	4	93	0	-1	-5	1.1	-2	0.99	2
CCOc1ccc(-c2nc(S(=O)(=O)c3ccccc3)c(NCc3cccnc3)o2)cc1	17	74	0	-1	5	1.2	-1	1	-16
Cn1ccnc1C(O)(c1nnc(-c2ccccc2)o1)C(F)(F)F (stereo not drawn)	11	85	0	-2	10	0.99	3	0.99	-8
CCCc1cc(=O)[nH]c(SCCOc2ccc(Cl)cc2)n1	9	147	0	1	11	1.1	7	1	6
COc1cc(CO)cc(-c2cc(CO)cc(OC)c2OC)c1OC	0	84	4	-2	5	1	4	0.98	21
COc1ccc(Nc2nnc(Cc3ccccc3)c(=O)[nH]2)c(OC)c1	4	130	x	x	-9	1.1	x	1	-12
CCOC(=O)c1cc2c(=O)n3ccccc3nc2n(Cc2ccc(Cl)cc2)c1=N	6	52	1	-6	-10	2.3*	-9	1	0
O=C(CN1C(=O)C2CC=CCC2C1=O)OCCN1C(=O)c2ccccc2C1=O (stereo not drawn)	7	88	4	-1	1	1.1	-2	1.1	2
Cc1nc(-c2ccc(S(=O)(=O)N3CCCCCC3)cc2)cs1	9	101	-2	3	4	1.1	-3	1.1	-5
O=C(CSc1nnnn1-c1cccnc1)NCc1cccs1	10	99	-4	-2	1	1.1	-3	1	3
CC(C)Oc1ccc(CNC2CCOC(C)(C)C2)cc1 (stereo not drawn)	14	124	9	-2	0	1.1	5	1	-3
CCOc1ccc2ccccc2c1/C=N/n1cncn1	5	76	-1	-5	-6	1	-2	1	4
Cc1csc(NC(=O)c2nc3nc(C)cc(C)n3n2)n1	4	105	12	0	11	1	6	1.1	-10
O=C(Nc1ccc(-c2nc3ccccc3[nH]2)cc1)c1ccco1	-7	104	-2	-2	-6	1.2	-8	1.2	-7
CC12CCC(C(=O)NCC3CCCO3)(OC1=O)C2(C)C (stereo not drawn)	-8	97	-1	-1	2	1.1	-1	1	0
O=C(O)CSC1c2ccccc2C(=O)N1Cc1ccccc1 (stereo not drawn)	8	322	x	x	-5	1.1	x	1	-3
Cc1cc(C)n(-c2nc3ccccc3nc2N2CCN(C(=O)c3ccc(F)cc3)CC2)n1	25	40	-3	-4	-4	1.2	0	1	13
N#Cc1c2n(c3c(=O)n(Cc4ccccc4)cnc13)CCCC2	-8	90	0	-3	-3	1.1	0	1.1	-10
O=C(NCc1ccco1)c1nn(-c2ccccc2)c(=O)c2ccccc12	-7	91	5	0	3	1.1	5	1	0
COc1ccc(S(=O)(=O)N(CCCN2CCCC2=O)Cc2cc3cc(C)c(C)cc3[nH]c2=O)cc1	1	99	-7	-3	7	1.9	2	1	-2
Cc1noc(C)c1COc1cccc(C(=O)Oc2ccc3c(c2)OCO3)c1	18	102	-7	2	-7	1.1	-6	1	-1
CCCc1ccc(OCC(=O)O)cc1	12	92	3	-1	-4	1.1	-2	1	1
Cc1nc(-c2ccc3c(c2)OCO3)cs1	-2	80	x	x	-3	1.1	x	0.99	-9
O=C(CSc1nc2c(c(C(F)(F)F)n1)CCc1ccccc1-2)NCc1ccco1	-9	53	4	-8	-1	1.1	4	1.1	7
CCOC(=O)C1=C(C)NC(C)=C(C(=O)OCC)C1	16	96	6	-3	4	1.1	4	1	-5
CCCCCn1c(=NC(=O)c2ccco2)c(C(=O)OCC)cc2c(=O)n3ccccc3nc21	-10	106	3	-7	6	3*	5	1.1	-3
CCC(=O)Nc1c(C)nn(C(=O)CC)c1C	1	77	-10	3	8	1.1	4	1	-10
NC(=O)c1c(N)sc(=S)n1CC1CCCO1 (stereo not drawn)	-23	81	-4	-5	6	0.79	3	1.1	-1
